# Furin inh: human furin inhibition; P09958; purified furin, fluorogenic substrate cleavage; inhibition, % at 30 µM; hit rate 0.061% among 220,000; AID 463115; in the data active = inhibition above about 25%; also: inactives centre near -15
# EBV gp42 inh: inhibitors of Epstein-Barr virus glycoprotein 42 | Fluorescence polarization binding assay, mP read-out | inhibition, % (tested at 21.74 µM) | hit rate 0.42% among 220,000 | AID 1085; in the data active = inhibition above about 50%
# Runt-CBFb FRET: inhibitors of human RUNX1 Runt domain binding to CBFb; Q01196+Q13951; inhibition, % at 20 µM; hit rate 0.46% among 220,000; Cerulean-Runt/Venus-CBFb FRET ratio 530/480, 1 h;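 active = inhibition over about 50% at 20 µM in the single-dose screen, limit read from the data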;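 also: 0% = DMSO wells and 100% = excess unlabeled CBFb competitor control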
#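 Buffer or medium: Tris pH 7.5 buffer with BSA. Assay system: Cerulean-labeled Runt domain protein. Amount: each fluorescent fusion protein 100 nM. Read-out basis: loss of energy transfer signal. Incubation: 1 h compound exposure, room temperature. Probe or stimulus: Venus-CBFb binding partner, 100 nM. Detection: FRET, excitation 422 nm, emission at 530 and 480 nm.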
# p97 inhibitor: human p97 ATPase inhibition. recombinant p97 ATPase, Kinase-Glo ATP luminescence, 3 h. inhibition, % at 8 µM. AID 1481. hit rate 0.42% among 220,000; in the data active = inhibition above about 15%;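 also: 0% = DMSO vehicle and 100% = wells lacking enzyme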
# Target sequence (P55072 whole entry, looked up): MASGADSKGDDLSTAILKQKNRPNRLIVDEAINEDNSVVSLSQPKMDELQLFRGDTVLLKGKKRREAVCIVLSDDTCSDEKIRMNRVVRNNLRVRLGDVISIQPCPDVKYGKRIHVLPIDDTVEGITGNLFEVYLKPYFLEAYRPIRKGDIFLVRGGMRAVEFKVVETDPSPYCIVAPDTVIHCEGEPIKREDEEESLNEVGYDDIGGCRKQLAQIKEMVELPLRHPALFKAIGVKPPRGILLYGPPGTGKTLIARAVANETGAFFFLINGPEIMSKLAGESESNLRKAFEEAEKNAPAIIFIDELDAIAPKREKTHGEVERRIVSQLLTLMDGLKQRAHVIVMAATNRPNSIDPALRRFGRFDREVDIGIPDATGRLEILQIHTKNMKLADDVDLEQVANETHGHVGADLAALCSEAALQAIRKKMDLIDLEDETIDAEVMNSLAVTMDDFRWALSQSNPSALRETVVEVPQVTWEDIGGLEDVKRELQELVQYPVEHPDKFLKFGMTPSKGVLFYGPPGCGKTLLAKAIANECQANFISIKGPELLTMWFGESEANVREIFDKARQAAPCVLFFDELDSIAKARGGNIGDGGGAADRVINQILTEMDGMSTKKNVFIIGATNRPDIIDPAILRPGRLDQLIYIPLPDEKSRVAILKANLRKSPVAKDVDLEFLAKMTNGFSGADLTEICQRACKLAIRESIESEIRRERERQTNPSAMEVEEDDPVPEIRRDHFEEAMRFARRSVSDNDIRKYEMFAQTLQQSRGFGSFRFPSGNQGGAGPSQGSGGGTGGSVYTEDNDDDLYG
# m-calpain inh: inhibitors of pig calpain II. purified calpain II, fluorogenic peptide substrate, 30 min. inhibition, % at 16 µM. hit rate 0.37% among 220,000. AID 1236;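 active = inhibition above about 50%, limit read from the data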
# Runt-SMMHC FRET: Runt domain-CBFb-SMMHC interaction inhibition; Q01196+Q13951; Cerulean-Runt/Venus-CBFb-SMMHC FRET ratio 530/480, 1 h; inhibition, % at 20 µM; hit rate 0.74% among 220,000; AID 1434;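 active = mean inhibition across duplicate retests at 20 µM reaching about 50%, limit read from the data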;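 also: 0% = DMSO wells and 100% = wells with excess untagged CBFb-SMMHC; inhibitors lower the FRET ratio by blocking Runt binding to CBFb-SMMHC; some results filed as inactive read as strong as hits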
# Tb hexokinase: T. brucei hexokinase 1 inhibition | recombinant TbHK1, G6PDH-coupled NADH A340 | hit rate 0.11% among 220,000 | inhibition, % at 10 µM;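 active = inhibition of 50% or more in the single-dose primary screen; inactive = inhibition below 50%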
# RBBP9 inhibitor: blocks human serine hydrolase RBBP9 | recombinant RBBP9, FP-Rh probe fluorescence polarization | O75884 | AID 1515 | hit rate 0.2% among 220,000 | inhibition, % at 7.94 µM;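 active = inhibition above the campaign mean of all tested compounds plus 3 SD, cut at about 14% in these data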;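 also: plate controls were DMSO wells with RBBP9 for no effect and wells lacking RBBP9 protein for full effect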
# Target sequence (O75884 whole entry, looked up): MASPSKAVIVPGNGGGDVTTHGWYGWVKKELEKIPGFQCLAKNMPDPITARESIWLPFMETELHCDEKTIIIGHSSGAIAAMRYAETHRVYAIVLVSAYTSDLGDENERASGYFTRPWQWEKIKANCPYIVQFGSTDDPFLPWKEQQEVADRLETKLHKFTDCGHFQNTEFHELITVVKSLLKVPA
#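 system = RBBP9 protein | input = RBBP9 at 2.5 µM in dispensed solution, before mixing | measured by = fluorescence polarization (mP), excitation 525 nm, emission 598 nm | incubation = enzyme-compound preincubation 30 min, then probe labeling 45 min, 25 °C | buffer or medium = Tris-NaCl-Pluronic buffer, pH 8.0 | compound = single dose 7.94 µM | also added = FP-Rh probe, 375 nM dispensing solution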
# NCF1 inh: inhibitors of human p47phox binding | P14598 | p47phox/p22phox peptide binding, fluorescence polarization, 2 h | inhibition, % at 24.7 µM | hit rate 0.53% among 220,000;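 active = inhibition above about 30%, limit read from the data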;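 also: 0% = p47phox with labelled peptide and 100% = labelled peptide alone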
# * marks the source's active call; other numbers are inactive results; i = inactive; [ ] = another dose, or the depositor's remark. Rows are unselected. Share with any hit: about 2.7%.
SMILES,Furin inh,EBV gp42 inh,Runt-CBFb FRET,p97 inhibitor,m-calpain inh,Runt-SMMHC FRET,Tb hexokinase,RBBP9 inhibitor,NCF1 inh
COc1ccc(-c2cc3nc(C)c(CCC(=O)NC(C)CCc4ccco4)c(C)n3n2)c(OC)c1 (stereo not given),-23[20 µM],-4,3,-8,-107,0,-17,0,1
Cc1ccc(S(=O)(=O)N2CCOCC2)cc1NC(=O)COC(=O)CSc1ccc(Br)cc1C,-5[20 µM],3,-7,-1,15,-11,-10,-8,-60
CCN1C(=O)C(CC(=O)Nc2ccc(OC)cc2)N(Cc2ccc(OC)c(OC)c2)C1=S (stereo not given),-10,5,1,0,-9,0,-11,-5,2
Cc1cc(C)c(C#N)c(SCc2[nH]nc3c2C(c2ccccc2)C(C#N)=C(N)O3)n1 (stereo not given),-15[20 µM],4,-2,-6,-4,0,-3,1,-18
O=C(Nc1ccc(Cl)cn1)C1CC1,-10,-5,-2,-3,16,0,10,-4,0
Cc1ccc(CN(Cc2ccco2)C(=S)NCC(=O)NC2CC2)cc1,-21,2,7,-1,-8,1,-2,-10,-3
COc1ccc2ccccc2c1C1CC(=O)N2CN(C3CCCCC3)CSC2=C1C#N (stereo not given),-14,-27,7,2,-65,10,-14,2,0
CNC(=O)COC(=O)c1ccc(NC(=O)CC#N)cc1,-8[20 µM],-21,0,0,-25,1,-7,-18,-1
O=C(CSc1nnc(NC(=O)C2CC2)s1)NCc1cccs1,-6,-3,0,4,19,5,1,-7,2
CC1(C)Cc2nc3sc4c(NCCO)ncnc4c3cc2CS1,-12,-9,-3,-2,-57,-4,-14,-11,-3
COC(=O)c1sccc1-n1cccc1C(=O)NCc1ccccc1,-18,-5,1,0,-1,1,-2,-6,2
N=C1/C(=C\c2ccc(OC(=O)c3ccco3)cc2)C(=O)N=C2SC=NN12,9,4,4,-5,18,11,-19,-9,-14
Cc1[nH]c(=O)c(C#N)c2c1COC(C)(C)C2,-23,-21,0,12,-29,0,-14,-8,-7
COc1ccc(NC(=O)CCc2nc(-c3ccc(C)cc3)no2)cc1Cl,-40[20 µM],-10,-1,-4,1,1,-4,-4,0
CNC(=S)N(Cc1cc2cc(C)cc(C)c2[nH]c1=O)C1CCCC1,-5,-8,16,-6,-12,6,-12,0,-1
Cc1cc(NC(=O)CSc2nc3ccsc3c(=O)n2CCCC(=O)NCCc2ccccc2)no1,-6,-5,0,-4,50*,-2,9,-1,-2
CCCCS(=O)c1c(O)c2ccccc2[nH]c1=O (stereo not given),-14,-5,4,3,-17,3,0,-5,-2
Cc1cccc(NC(=O)CSc2nc(N)c(NC(=O)c3cccs3)c(=O)[nH]2)c1,-13,-8,0,6,13,3,2,-5,-4
Cc1cc(C)n(C(C[N+](=O)[O-])c2ccc(Cl)cc2)n1 (stereo not given),-10[20 µM],-24,7,-1,1,0,-2,-5,-1
Cc1ccc(-c2nc(CS(=O)CC(=O)NCCCN3CC(C)CC(C)C3)c(C)o2)cc1 (stereo not given),-25,-18,0,-4,-6,2,17,-9,-8

# 13 compounds out of the list, ordered by molecular weight, highest first:
SMILES,Furin inh,EBV gp42 inh,Runt-CBFb FRET,p97 inhibitor,m-calpain inh,Runt-SMMHC FRET,Tb hexokinase,RBBP9 inhibitor,NCF1 inh
Cc1ccc(S(=O)(=O)N2CCOCC2)cc1NC(=O)COC(=O)CSc1ccc(Br)cc1C,-5[20 µM],3,-7,-1,15,-11,-10,-8,-60
Cc1cc(NC(=O)CSc2nc3ccsc3c(=O)n2CCCC(=O)NCCc2ccccc2)no1,-6,-5,0,-4,50*,-2,9,-1,-2
COc1ccc(-c2cc3nc(C)c(CCC(=O)NC(C)CCc4ccco4)c(C)n3n2)c(OC)c1 (stereo not given),-23[20 µM],-4,3,-8,-107,0,-17,0,1
CCN1C(=O)C(CC(=O)Nc2ccc(OC)cc2)N(Cc2ccc(OC)c(OC)c2)C1=S (stereo not given),-10,5,1,0,-9,0,-11,-5,2
COc1ccc2ccccc2c1C1CC(=O)N2CN(C3CCCCC3)CSC2=C1C#N (stereo not given),-14,-27,7,2,-65,10,-14,2,0
Cc1cccc(NC(=O)CSc2nc(N)c(NC(=O)c3cccs3)c(=O)[nH]2)c1,-13,-8,0,6,13,3,2,-5,-4
Cc1cc(C)c(C#N)c(SCc2[nH]nc3c2C(c2ccccc2)C(C#N)=C(N)O3)n1 (stereo not given),-15[20 µM],4,-2,-6,-4,0,-3,1,-18
Cc1ccc(CN(Cc2ccco2)C(=S)NCC(=O)NC2CC2)cc1,-21,2,7,-1,-8,1,-2,-10,-3
CNC(=S)N(Cc1cc2cc(C)cc(C)c2[nH]c1=O)C1CCCC1,-5,-8,16,-6,-12,6,-12,0,-1
COC(=O)c1sccc1-n1cccc1C(=O)NCc1ccccc1,-18,-5,1,0,-1,1,-2,-6,2
CNC(=O)COC(=O)c1ccc(NC(=O)CC#N)cc1,-8[20 µM],-21,0,0,-25,1,-7,-18,-1
CCCCS(=O)c1c(O)c2ccccc2[nH]c1=O (stereo not given),-14,-5,4,3,-17,3,0,-5,-2
Cc1[nH]c(=O)c(C#N)c2c1COC(C)(C)C2,-23,-21,0,12,-29,0,-14,-8,-7

# Later entries:
SMILES,Furin inh,EBV gp42 inh,Runt-CBFb FRET,p97 inhibitor,m-calpain inh,Runt-SMMHC FRET,Tb hexokinase,RBBP9 inhibitor,NCF1 inh
COc1ccc(Nc2ncnc3ccccc23)cc1,-8[20 µM],-21,-1,-5,26,-1,-23,-1,-9
O=C(COc1ccc2c(-c3ccccc3)cc(=O)oc2c1)NCc1cccs1,-11,-10,1,2,-44,5,-11,-5,2
CCN1C(=O)S/C(=C/c2ccc(Sc3nc4ccccc4[nH]3)o2)C1=O,-15,-34,1,5,3,2,1,-7,-32
CCc1ccc(C(=O)COC(=O)C(Cc2ccccc2)NC(=O)c2ccc(Cl)cc2)cc1 (stereo not given),-19,-9,-1,4,15,-4,12,6,-8
CC1CCCCC1NC(=O)COn1nnc2ccc(Cl)cc21 (stereo not given),-12[20 µM],-19,2,3,-29,0,-7,2,-5
CSc1ccccc1NC(=O)CN(C)CC(=O)Nc1ccc(N2CCOCC2)cc1,-11,-10,0,-1,-106,-4,3,-4,3
O=S(=O)(Cc1noc(-c2ccccc2Cl)n1)c1ccccn1,-23,-6,-1,3,5,1,-2,-12,2
COc1ccc(CN(Cc2ccccn2)S(=O)(=O)c2ccc(-n3cnnn3)c(OC)c2)cc1,-15,-27,0,-10,-22,17,-5,5,-6
COc1ccccc1OCCC(=O)N1CCN(c2ccccc2OC)CC1,-26,-9,0,-2,-4,3,-6,0,-10
N#C/C(=N\Nc1ccc(Cl)cc1)C(=N)N1CCCCCC1,-17,2,0,-3,9,32,-1,-7,3
C#CCNC(=O)C1=C[C@@H](c2ccccc2)[C@H](CCCO)[C@@H](OCC)O1,-23,-11,7,-1,20,1,-6,-5,-6
CC(=O)Nc1ccc(S(=O)(=O)N(C)CCOCc2ccccc2)cc1,-14[20 µM],-15,2,-1,-19,-5,-5,4,-15
O=C(O)CC(NC(=O)COc1ccccc1)c1cccc([N+](=O)[O-])c1 (stereo not given),-28,-11,-1,4,-4,-1,-1,-4,-7
COc1ccc(OC)c(Cc2nnc(CCC(=O)NCc3nc4ccccc4s3)o2)c1,-15,-12,-2,5,-23,-3,-4,-4,-16
O=C(CCSCc1cccc(Cl)c1)NCCc1ccc(Cl)cc1,-10,3,0,-2,3,-2,6,-7,-5
CC(C)Oc1ccc(C2CC(=O)N(c3cccc(C(=O)O)c3)C2=O)cc1 (stereo not given),-19,-20,1,0,-8,1,1,3,8
O=C(Nc1cccc(C(F)(F)F)c1)NC1CCCCC1,-15[20 µM],-5,2,-4,-15,1,0,-6,-20
CCc1c(C)nc2ncnn2c1N1CCC(C(=O)Nc2ccc(C)cc2)CC1,-17,-1,-1,-4,23,0,-2,-6,-14
CN(CCO)c1nc(N)c2c(N)nc3c(c2c1C#N)CC(=O)N3Cc1cccs1,-15,6,4,3,i,7,-9,0,-5
O=c1[nH]nc(SCCS(=O)(=O)c2ccc(F)cc2)n1-c1ccccc1,-18,5,1,-1,-4,-1,2,-4,-6
N#CC1=C(N)Nc2nc3ccccc3n2C1c1ccc(Cl)cc1 (stereo not given),-7,-11,-2,1,5,4,15,-8,-38
CCN(CCNC(=O)c1ccc(CSc2nc3ccncc3[nH]2)cc1)c1ccccc1,-15,-1,-5,1,24,-3,9,-7,-6
Cc1ccc(S(=O)(=O)N2CCCCC2)cc1NC(=O)COC(=O)CNC(=O)c1cc(Cl)cc([N+](=O)[O-])c1,-13,1,-2,-2,19,-4,-6,-12,1
COc1ccccc1C(=O)NNC(=O)C(=O)NC(C)(C)C,-26,-17,-1,0,-28,-3,-5,-8,-8
COC(=O)C1=CN(Cc2ccc(OC)cc2)C=C(C(=O)OC)C1c1ccsc1,-11,-18,68*,1,i,134*,-3,2,-4
Cc1ccc(NC(=O)C2OCCc3ccccc32)cc1Cl (stereo not given),-24,13,-1,-1,19,-2,0,1,-10
C=CCn1c(SCC(=O)NCc2cccs2)nnc1C1CCCCC1,-19,2,-2,1,-31,3,-1,0,-4
O=C(CSc1nnc(C2CC2)n1Cc1ccco1)NCC(F)(F)F,-23,-8,6,2,0,3,-3,-2,-5
CCOc1cc(CNc2ccc3c(c2)CCC3)ccc1O,-12[20 µM],-8,0,0,0,3,-17,11,-9
CCOC(=O)c1sc(SC)c2c1CCC/C2=N/OC,-8,-9,-2,-7,-4,1,-21,-5,7
CCn1c(-c2cccc(S(=O)(=O)N3CCCC3)c2)n[nH]c1=S,-23,-12,6,1,-11,6,5,-3,-2
CCOC(=O)NCc1ccc(S(=O)(=O)Nc2ccccc2C)cc1,-21,11,-2,1,-2,-3,-1,-7,5
Cc1ccc2sc(=O)[nH]c2c1,-9,-12,2,6,-6,-2,-9,2,-7
Cc1ccc(Nc2nc(CSc3nnnn3C)cs2)cc1,-5[20 µM],-4,11,2,-2,-2,-7,-5,-4
COc1c(C=O)c(CCN(C)C(=O)c2ccc(F)cc2)cc2c1OCO2,-21,-3,1,7,18,-7,-14,5,-8
O=S(=O)(CC(O)COc1ccccc1Cl)c1ccccc1 (stereo not given),-11,-5,-4,-10,-10,0,13,0,-11
COCCN(CC(=O)NC1CCCCC1)C(=O)CCCC(=O)Nc1ccccn1,-24,-1,0,2,4,-2,0,-3,-5
O=C(CSc1ccc2ccccc2c1)Nc1ncccn1,-23,-8,1,10,-8,-5,2,-11,-16
CN1\C(=C/C=C/C=C/C=[N+](C)C)C(C)(C)c2ccccc21,4,-28,-1,-1,-24,-41,-3,-81,-228
CCn1c(=O)c([N+](=O)[O-])c(NC2CCS(=O)(=O)C2)c2ccccc21 (stereo not given),-18,-18,2,7,4,-2,-10,-7,-11

# Assay outcomes from PubChem.
